zVAD death inh: L929 zVAD cell death inhibition; L929 zVAD necroptosis rescue, ATP luminescence, 24 h; with zVAD 60 µM; viability rescue, % at 10 µM; hit rate 0.38% among 220,000;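 active = activation, scaled between plate controls, above about 75%, limit read from the data; inactive = activation under that limit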;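 note: 0% = zVAD with DMSO and 100% = DMSO alone without zVAD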
Hck Nef HTS: human Hck-Nef kinase inhibition. Recombinant Hck-YEEI plus Nef, Z-Lyte FRET kinase assay. inhibition, % at 20 µM. hit rate 0.68% among 220,000;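 active = Hck-Nef kinase inhibition above about 50%, limit read from the data; inactive = inhibition below that limit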;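 note: 0% = DMSO with Hck plus Nef and 100% = Hck alone without Nef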
EP2 mod: EP2 receptor (human) modulation; induction, % at 25 µM; P43116; AID 940; EP2-expressing cells, cAMP HTRF FRET, PGE2 co-stimulation; hit rate 0.83% among 260,000;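 active = compounds whose cAMP rise, as percent of the full-agonist control response, exceeds 60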;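 note: rat C6 glioma line stably carrying human EP2 under a CMV promoter; the protocol text gives 20 µM as final concentration; 100% = response of wells given 1 µM PGE2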
Target sequence (P43116 whole entry, looked up): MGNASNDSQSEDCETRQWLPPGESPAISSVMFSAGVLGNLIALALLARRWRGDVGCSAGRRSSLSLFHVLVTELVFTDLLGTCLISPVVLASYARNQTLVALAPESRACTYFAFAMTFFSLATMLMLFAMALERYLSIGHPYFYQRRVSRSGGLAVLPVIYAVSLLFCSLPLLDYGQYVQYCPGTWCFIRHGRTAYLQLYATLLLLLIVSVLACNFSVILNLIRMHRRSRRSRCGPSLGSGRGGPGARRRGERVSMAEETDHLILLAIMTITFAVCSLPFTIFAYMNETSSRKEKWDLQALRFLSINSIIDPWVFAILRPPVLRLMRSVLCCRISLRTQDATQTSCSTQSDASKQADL
Calpain2 inh: blocks pig calpain II enzyme activity | inhibition, % at 16 µM | AID 1236 | purified calpain II, fluorogenic peptide substrate, 30 min | hit rate 0.37% among 220,000;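 active = inhibition above about 50%, limit read from the data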
EP2 antag: blocks the human prostaglandin E2 receptor EP2. P43116. C6 glioma cells expressing human EP2, cAMP TR-FRET; cells stimulated with saturating PGE2. inhibition, % at 25 µM. hit rate 0.52% among 260,000. AID 1422;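 active = percent inhibition above 40 after rounding to a whole number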;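 note: rat C6 glioma host cells with rolipram phosphodiesterase inhibitor present; the protocol text gives 20 µM as final concentration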
eIF4E-4G inh: eIF4E/eIF4G interaction inhibition in translation initiation | P63073+Q04637 | TR-FRET eIF4E-eIF4GI(517-606) binding, 2 h | inhibition, % at 21.7 µM | hit rate 0.37% among 220,000;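 active = inhibition above about 30%, limit read from the data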;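 note: 0% = full FRET control wells and 100% = background wells lacking eIF4GI fragment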
Tb hexokinase: T. brucei hexokinase 1 inhibition. AID 1430. hit rate 0.11% among 220,000. inhibition, % at 10 µM. recombinant TbHK1, G6PDH-coupled NADH A340;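 active = inhibition of 50% or more in the single-dose primary screen; inactive = inhibition below 50%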
14-3-3 Bad inh: disrupts binding of bovine 14-3-3 zeta to phospho-Bad peptide | hit rate 0.71% among 220,000 | TR-FRET 14-3-3zeta/Dy647-pBad peptide displacement, 1 h | inhibition, % at 21.7 µM;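 active = inhibition above about 70%, limit read from the data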;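 note: 0% = full 14-3-3 plus peptide FRET controls and 100% = background without 14-3-3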
Target sequence (P63103 whole entry, looked up): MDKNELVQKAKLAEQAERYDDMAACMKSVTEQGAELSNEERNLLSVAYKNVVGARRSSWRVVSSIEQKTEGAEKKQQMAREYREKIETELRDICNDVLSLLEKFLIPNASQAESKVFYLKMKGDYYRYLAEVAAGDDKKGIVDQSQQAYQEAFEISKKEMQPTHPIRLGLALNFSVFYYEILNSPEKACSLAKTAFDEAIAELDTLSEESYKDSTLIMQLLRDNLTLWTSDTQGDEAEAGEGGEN
Rad51 HR inh: Rad51 (human) homologous recombination inhibition; Q06609; hRad51 DNA strand exchange, fluorescence dequenching; inhibition, % at 10 µM; hit rate 0.085% among 200,000; AID 1385;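 active = inhibition above 40% at the single screening dose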;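 note: 0% = DMSO control wells and 100% = blanks with heterologous ssDNA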
Target sequence (Q06609 whole entry, looked up): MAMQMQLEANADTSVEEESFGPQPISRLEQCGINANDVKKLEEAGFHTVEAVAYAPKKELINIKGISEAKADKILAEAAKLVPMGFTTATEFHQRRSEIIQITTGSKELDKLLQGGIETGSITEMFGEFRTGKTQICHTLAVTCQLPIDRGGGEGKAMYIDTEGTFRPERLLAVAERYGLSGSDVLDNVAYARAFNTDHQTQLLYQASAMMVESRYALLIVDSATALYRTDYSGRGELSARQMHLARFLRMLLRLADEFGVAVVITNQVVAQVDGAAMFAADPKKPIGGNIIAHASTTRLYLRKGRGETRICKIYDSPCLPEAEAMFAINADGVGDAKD
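material = hRad51 filaments on single-stranded DNA | reagent = Donor/quencher-labelled 47-bp dsDNA substrate | compound = 10 µM final, single point | schedule = strand-exchange reaction 15 min at room temperature | measured by = fluorescein emission 520 nm, excitation 485 nm | read-out basis = % inhibition versus plate control and blank means | benchmarks = plate controls and plate blanks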
Numbers without * were called inactive; i = inactive; . = not tested or not shown; [ ] = remark or other dose.

Start of the listing, in advance, 2 compounds:
item	mol	zVAD death inh	Hck Nef HTS	EP2 mod	Calpain2 inh	EP2 antag	eIF4E-4G inh	Tb hexokinase	14-3-3 Bad inh	Rad51 HR inh
1	COc1ccc(CCNC2CC(=O)N(CCc3ccccc3)C2=O)cc1OC (stereo not given)	0.8	-1	.	.	5	.	0	.	5
2	Cc1ccc(C)c(-c2csc(NC(=O)c3cnccn3)n2)c1	-0.1	3	-37	28	6	3	-2	1	9

Main list, from the first entry:
item	mol	zVAD death inh	Hck Nef HTS	EP2 mod	Calpain2 inh	EP2 antag	eIF4E-4G inh	Tb hexokinase	14-3-3 Bad inh	Rad51 HR inh
1	COc1ccc(CCNC2CC(=O)N(CCc3ccccc3)C2=O)cc1OC (stereo not given)	0.8	-1	.	.	5	.	0	.	5
2	Cc1ccc(C)c(-c2csc(NC(=O)c3cnccn3)n2)c1	-0.1	3	-37	28	6	3	-2	1	9
3	O=c1c2cc(Br)ccc2nc(-c2ccc([N+](=O)[O-])cc2)n1O	1.9	-1	5	5	6	0	-10	-13	25
4	Cc1cccc(OCC(=O)Nc2cccc(C(=O)Nc3ccccc3C(=O)O)c2)c1	0.3	3	-63	-5	12	-4	18	9	.
5	CCCCN(C(=O)/C=C/c1ccc(OCC(C)C)c(OCC)c1)c1c(N)n(CCC)c(=O)[nH]c1=O	-0.9	-1	-10	12	5	3	-26	2	.
6	CC(C)CNS(=O)(=O)c1cc(C(=O)O)c(Cl)cc1Cl	0.5	14	-34	11	5	-8	4	10	3
7	C[C@@H](NC(=O)c1coc(=O)c(Br)c1)c1ccccc1	-0.4	4	-19	-15	14	-2	-41	13	-4
8	CCOC(=O)N1CCN(c2cccc(C)c2C)CC1	.	-8	48	-1	6	0	1	0[fluorescence artefact?]	.
9	Cc1ccc(NC(=O)C2CC(=O)n3c(nc4ccccc43)N2)cc1Cl (stereo not given)	3.2	16	2	-34	8	3	-11	-8	14
10	CCCCOc1[nH]c2nc(-c3ccco3)n(Cc3ccco3)c(=N)c2c1C#N	-0.2	10	-39	-61	12	13[fluorescence artefact?]	4	13	-15

Sorted by SMILES length (smallest number first): some entries from above
item	mol	zVAD death inh	Hck Nef HTS	EP2 mod	Calpain2 inh	EP2 antag	eIF4E-4G inh	Tb hexokinase	14-3-3 Bad inh	Rad51 HR inh
8	CCOC(=O)N1CCN(c2cccc(C)c2C)CC1	.	-8	48	-1	6	0	1	0[fluorescence artefact?]	.
6	CC(C)CNS(=O)(=O)c1cc(C(=O)O)c(Cl)cc1Cl	0.5	14	-34	11	5	-8	4	10	3
9	Cc1ccc(NC(=O)C2CC(=O)n3c(nc4ccccc43)N2)cc1Cl (stereo not given)	3.2	16	2	-34	8	3	-11	-8	14

Other results:
item	mol	zVAD death inh	Hck Nef HTS	EP2 mod	Calpain2 inh	EP2 antag	eIF4E-4G inh	Tb hexokinase	14-3-3 Bad inh	Rad51 HR inh
11	COC(=O)c1ccc(C(=O)OC)c(NC(=O)CSCC(=O)O)c1	0.8	1	28	-5	14	2	-9	-1	8
12	Cc1c(CN(C)C(=O)c2ccc(Br)o2)cnn1C	-0.2	7	12	-18	4	-1	-3	-10[fluorescence artefact?]	-1
13	CCOc1ccc2nc(N/C(N)=N/C(=S)Nc3cccc(C)c3)nc(C)c2c1	19	2	8	-77	2	3	-36	9	-1
14	CCN(CC)CCOC(=O)c1ccc(N/C=C(/C#N)c2nc(-c3cccc(OC)c3)cs2)cc1	-1.7	22	-37	15	3	-92	-23	45	.
15	CC(C)C(=O)Nc1cccc(NC(=O)CCN2C(=O)c3ccccc3S2(=O)=O)c1	-0.2	-1	25	-22	8	2[fluorescence artefact?]	5	4[fluorescence artefact?]	0
16	C(#CCN1CCOCC1)COCCCOC(c1ccccc1)c1ccccc1	0.4	-19	17	-7	11	2	3	3	-2
17	O=C(CSCc1nc2ccccc2[nH]1)Nc1ccccc1	-0.2	2	10	2	5	3[fluorescence artefact?]	-2	5[fluorescence artefact?]	-1
18	NS(=O)(=O)c1ccc(NC(=O)COC(=O)C2CCCCC2)cc1	1.1	-18	33	0	11	-3	-2	4	8
19	Brc1ccc(Sc2cnc3ccccc3n2)cc1	0.7	-1	49	17	13	7[fluorescence artefact?]	-3	-5[fluorescence artefact?]	4
20	CC1=CC(=O)N(c2cccc(C(F)(F)F)c2)C1c1ccc(Cl)cc1 (stereo not given)	-0.1	-1	17	19	6	15	-1	-8	-1
21	COCCCNC(=O)c1c[nH]c2ccc(S(=O)(=O)N3CCc4ccccc43)cc2c1=O	0.4	16	-38	-21	7	2	-14	1	.
22	CC(O)c1nc2ccccc2n1C1CCCCC1 (stereo not given)	-0.1	-1	9	22	12	2	-2	-3	-1
23	CCOC(=O)Cc1csc(NC(=O)CSc2nnnn2-c2ccc(CC)cc2)n1	0.5	2	-12	41	4	5[fluorescence artefact?]	9	-9[fluorescence artefact?]	2
24	O=C(CCCN1C(=O)c2cccc3cccc(c23)C1=O)N1CCN(c2ccccn2)CC1	-0.2	-1	-13	46	1	-2	-17	5	.
25	O=C(OCC(=O)N1CCN(c2ccccc2)CC1)C1=COCCO1	0.5	0	-3	13	3	8	0	-16[fluorescence artefact?]	-6
26	Cc1cccc2sc(NC(=O)Cn3cccc3)nc12	2.7	21	-25	14	5	3	-4	5	6
27	OCCN1CCN(C(=S)NC2CCCC2)CC1	0.9	-10	13	-18	4	-2	-10	-3	21
28	O=C(Nc1cccc(F)c1)c1c(O)c2cccc3c2n(c1=O)CCC3	0.2	22	-5	7	5	17	-6	1	-3
29	Cc1ccc2nc(-c3cccc(Br)c3)cc(C(=O)NC3=NCCS3)c2c1	4.4	36	-2	-66	9	1	-3	5	-9
30	Cc1c(C(=O)NCc2n[nH]c(=S)n2-c2ccc(F)cc2)cccc1[N+](=O)[O-]	0.3	14	-1	16	13	-2	9	2	-5

Along the list, from the results shown:
zVAD death inh for nos. 21–30 → 0.4, -0.1, 0.5, -0.2, 0.5, 2.7, 0.9, 0.2, 4.4, 0.3
eIF4E-4G inh for nos. 21–30 → 2, 2, 5[fluorescence artefact?], -2, 8, 3, -2, 17, 1, -2
Rad51 HR inh for nos. 21–30 → ., -1, 2, ., -6, 6, 21, -3, -9, -5

Further compounds:
item	mol	zVAD death inh	Hck Nef HTS	EP2 mod	Calpain2 inh	EP2 antag	eIF4E-4G inh	Tb hexokinase	14-3-3 Bad inh	Rad51 HR inh
31	CCOC(=O)c1sc(NC(=O)c2ccncc2)nc1C	-0.9	-5	-2	7	10	-2[fluorescence artefact?]	-31	8[fluorescence artefact?]	6
32	CN1CCN(CC(=O)Nc2nc(-c3ccccc3)cs2)CC1	0.6	-1	-1	9	.	4	2	9	.
33	CCCCNC(=O)/C(C#N)=c1\s/c(=C\c2ccccc2OC(F)F)c(=O)n1CCCOC	0.8	4	6	-120	6	0	0	6	-17
34	CCCCNS(=O)(=O)c1ccc(OC)c2ncccc12	-0.2	6	20	-35	4	-3	-1	7	1
35	Cc1nc(C)c(C(=O)O)c(-c2ccsc2)c1C(=O)O	0.3	22	28	-17	12	3	-3	0	27
36	COc1ccccc1NC(=S)N1CCCC1	0.2	-3	28	1	10	4[fluorescence artefact?]	1	-2	17
37	CSC1=NC2(C)CCCCC2C12C=CC(=O)C=C2 (stereo not given)	1.1	24	11	16	2	-11	-5	6	.
38	COc1ccccc1CCN=C(N)NS(=O)(=O)c1ccc(C)cc1	3.7	20	11	20	3	3	8	-6	-2
39	O=C(NC1CCCCC1)C(c1ccncc1)N(Cc1ccc2c(c1)OCO2)C(=O)c1cnsn1 (stereo not given)	-0.4	7	6	0	8	-1[fluorescence artefact?]	-2	0	15
40	Cc1cc(C)cc(NC(=O)CN2C(=O)NC(C)(c3ccccc3)C2=O)c1 (stereo not given)	0.3	0	-6	10	12	-4	0	-2	7
41	C/C(=N/NC(=O)c1ccco1)c1cccc(NC(=O)c2ccc(C)o2)c1	0.4	-1	3	-10	7	1	4	-17	-11
42	Cc1cccc2sc(NC(=O)c3ccc(NS(=O)(=O)c4cccs4)cc3)nc12	2.1	2	-55	-30	12	12	-10	-4	8
43	Cc1[nH]c2ccccc2c1/C=N/NC(=O)CNC(=O)c1ccc2c(c1)OCO2	1.3	1	-15	16	3	1	-15	-19	-4
44	O=[N+]([O-])c1nn(-c2ccccc2)n(O)c1=NC1CCN(Cc2ccccc2)CC1	13	14	-16	-7	11	0	-7	-6	-1
45	Cc1ccccc1C(=O)NCC(=O)NNC(=S)NC(=O)c1ccccc1C	1.8	2	24	-7	10	5	2	5	8
46	CCOc1ccc(OCC)c(NC(=O)C2CCN(S(=O)(=O)c3cnc[nH]3)CC2)c1	.	-6	18	-21	4	-1[fluorescence artefact?]	3	-5[fluorescence artefact?]	13
47	C[N+](C)(C)CCCNC(=O)c1ccc(/C=N/O)nc1	2.2	-28	12	-24	6	-4	-3	-4	16
48	c1ccc(CCc2ccccc2-c2nc(-c3cccnc3)no2)cc1	-0.3	7	82*	-4	14	0	1	11	4
49	CC(C)[C@H](NC(=O)c1cccc(S(=O)(=O)N2CCOCC2)c1)C(=O)Nc1nc2ccccc2s1	5.8	5	-4	-11	13	-2	30	-11	0
50	CN(C)CCNC(=S)Nc1ccccc1Cl	0.1	1	-5	-3	8	2[fluorescence artefact?]	36	-14	7
51	O=C(c1ccc2c3c(cccc13)CC2)C1CCCN(Cc2ccc(OCCO)cc2)C1 (stereo not given)	1.1	22	-53	i	7	5	-1	-20	9
52	O=C(Cn1cnc2scc(-c3ccc(F)cc3)c2c1=O)N1CCOCC1	-0.3	-24	-6	-32	13	-2	2	-2[fluorescence artefact?]	-1
53	Cc1ccc(S(=O)(=O)NCCSc2nnnn2-c2cc(C)ccc2C)cc1	-0.3	-1	4	22	9	4	11	-7	1
54	CCOC(=O)C1=C(c2ccc(OC)cc2)C(=O)c2ccccc2C1=O	8.0	3	-4	-53	4	-2[fluorescence artefact?]	-5	-15	4
55	O=C(COc1ccc(-c2ccccc2)cc1)N/N=C/c1cc(O)ccc1Br	0.1	-2	-98	-21	5	5	12	11	-7

Source: PubChem BioAssay

The list is partial; the hit share may differ from the screen's.
